EPAC2 antag: EPAC2 (human) antagonism | Q8WZA2 | EPAC2 GEF exchange of Rap1B-BODIPY-GDP, fluorescence | Potency, µM (highest dose often 114 µM), inactives show at the highest dose activity, negative = inhibition, actives largely listed as inhibitors | 360,000 tested, 0.18% active | AID 720708; note: potency is the fitted concentration of half-maximal effect; % is set by controls: 0 for no effect and ±100 for the full control effect; nearly all actives have a fitted effect of over 45% in size; many of its hits are not listed in these tables
EPAC1 ag: EPAC1 (human) agonism | O95398 | EPAC1 agonist qHTS, biochemical assay; response scale: 100% = response to 6.5 mM cAMP | Potency, µM (doses to about 154 µM), for inactives: at the highest dose activation, actives largely listed as activators | 360,000 tested, 0.073% active; note: potency is the fitted concentration of half-maximal effect; nearly all actives have a fitted effect of over 60% in size
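Nucleotide exchange assay: 100 nM EPAC1 with 250 nM Rap1B loaded with BODIPY-GDP and 50 uM GDP, room temperature. Fluorescence (480/540 nm) read every 5 min for 30 min; signal change normalized to 6.5 mM cAMP as full agonist.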
WRN inhibitor: blocks human WRN helicase | Q14191 | WRN helicase unwinding, fluorescent forked duplex, kinetic | Potency, µM (series often up to 114 µM), for inactives: at the top dose activity change, negative = inhibition, actives largely listed as inhibitors | 360,000 tested, 0.46% active | AID 651768; note: potency is the fitted concentration of half-maximal effect; % is set by controls: 0 for no effect and ±100 for the full control effect; nearly all actives have a fitted effect of over 55% in size
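Primary qHTS, 1536-well format. 20 nM WRN + compound, 15 min RT; start with 100 nM forked fluorophore/quencher duplex, 2 mM ATP (final); kinetic read ex 525/em 598 nm.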
CCT chaperon mod: changes cytosolic chaperonin activity; purified chaperonin ATPase assay, HTRF ADP detection, 30 min; activity change, % (test concentration not listed), hits read low; 360,000 tested, 0.3% active; AID 651819; in the data active = activity change below about -30%; note: % is set by controls: 0 for no effect and ±100 for the full control effect
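TRiC (40 or 20 nM final, by batch activity) in 30 mM Tris pH 7.4, 100 mM KCl, 5 mM MgCl2, 1 mM DTT was treated with compound at 76 uM single dose, then 10 uM ATP, 30 min at 37 °C. ADP was read by HTRF Transcreener.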
PI5P4K alpha inh: PI5P4K alpha (human) kinase inhibition; PI5P4Kalpha enzyme, ADP-Glo luminescence, 60 min; active compounds read low; max response, %; 330,000 tested, 1.2% active; AID 652105; active = max response of -50% or lower; inconclusive = between -30% and -50%; inactive = -30% or higher; note: value at the top dose of about 77 µM; % is set by controls: 0 for no effect and ±100 for the full control effect
Target sequence (P48426 whole entry, looked up): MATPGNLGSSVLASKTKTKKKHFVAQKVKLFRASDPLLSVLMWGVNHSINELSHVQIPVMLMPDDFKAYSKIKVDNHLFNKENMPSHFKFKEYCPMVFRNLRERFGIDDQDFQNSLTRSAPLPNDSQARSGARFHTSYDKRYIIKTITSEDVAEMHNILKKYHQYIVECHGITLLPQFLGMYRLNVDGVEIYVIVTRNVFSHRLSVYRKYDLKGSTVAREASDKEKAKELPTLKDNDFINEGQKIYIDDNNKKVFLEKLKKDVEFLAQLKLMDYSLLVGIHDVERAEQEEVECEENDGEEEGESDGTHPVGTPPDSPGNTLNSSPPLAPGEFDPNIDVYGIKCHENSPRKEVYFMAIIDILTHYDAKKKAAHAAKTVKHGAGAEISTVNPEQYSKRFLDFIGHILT
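Controls without substrate or without enzyme flank wells where PI5P4Kalpha converts substrate using 5 microM ATP (final). Incubation lasts 60 minutes at room temperature; ADP formed is read by ADP-Glo luminescence.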
MmCpn inh: blocks the Methanococcus maripaludis chaperonin Mm-Cpn; purified Mm-Cpn ATPase, ADP Transcreener TR-FRET; Potency, µM (highest dose often 76.9 µM), for the others: top-dose activity, negative = inhibition, hits mostly inhibitors; 330,000 tested, 0.031% active; note: potency is the fitted concentration of half-maximal effect; % is set by controls: 0 for no effect and ±100 for the full control effect; nearly all actives have a fitted effect of over 80% in size
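Measured: ADP formation by purified Mm-CPN. Conditions: 25 nM protein, 10 uM ATP, Tris pH 7.4 with Mg2+, K+ and DTT, 37°C for 30 min. Detection: Transcreener HTRF after 30 min at room temperature.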
PLK1 PBD block: blocks phosphopeptide binding to human PLK1 polo-box domain. P53350. Plk1 PBD binding of FITC phosphopeptide, fluorescence polarization. Potency, µM, inactives show max response, negative = inhibition, most hits filed as inhibitors. 360,000 tested, 2.8% active; note: potency is the fitted concentration of half-maximal effect; series mostly up to about 57 µM; % is set by controls: 0 for no effect and ±100 for the full control effect; nearly all actives have a fitted effect of over 65% in size
Target sequence (P53350 whole entry, looked up, the tested form may be a part): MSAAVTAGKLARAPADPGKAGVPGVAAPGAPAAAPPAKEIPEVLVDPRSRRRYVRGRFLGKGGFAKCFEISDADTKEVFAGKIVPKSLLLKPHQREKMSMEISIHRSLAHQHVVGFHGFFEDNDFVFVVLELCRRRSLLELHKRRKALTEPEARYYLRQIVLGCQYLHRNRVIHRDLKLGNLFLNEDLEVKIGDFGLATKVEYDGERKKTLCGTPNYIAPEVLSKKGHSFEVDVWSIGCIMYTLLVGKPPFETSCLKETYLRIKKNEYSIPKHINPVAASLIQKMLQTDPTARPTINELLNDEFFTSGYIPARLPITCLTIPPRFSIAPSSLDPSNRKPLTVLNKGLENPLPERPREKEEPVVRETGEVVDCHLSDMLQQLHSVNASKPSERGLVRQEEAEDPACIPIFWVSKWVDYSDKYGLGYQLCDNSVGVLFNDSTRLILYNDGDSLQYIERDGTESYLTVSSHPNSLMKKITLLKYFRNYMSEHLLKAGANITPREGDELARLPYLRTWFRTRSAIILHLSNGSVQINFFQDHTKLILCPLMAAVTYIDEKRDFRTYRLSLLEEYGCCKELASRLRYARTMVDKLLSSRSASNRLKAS
EPAC1 antagonist: EPAC1 (human) antagonism; O95398; EPAC1 GEF assay, Rap1b-BODIPY-GDP exchange fluorescence; Potency, µM (series often up to 115 µM), for the others: at the top dose activity change, negative = inhibition, most hits filed as inhibitors; 360,000 tested, 0.14% active; AID 720709;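 note: potency is the fitted concentration of half-maximal effect; plate controls were vehicle for no effect and positive control for full effect; nearly all actives have a fitted effect of over 50% in size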
The depositor's hits bear a star; ? = inconclusive; / = not tested or not shown; [ ] = another dose, or the depositor's remark. Unless noted, calls come from the whole dose curve; as a rule, active = well fitted curve in the direction sought with a large enough effect; inconclusive = small, poorly fitted or top-dose-only effect, or another doubt; inactive = no such curve, though single readings can be large; an effect the other way counts as inactive or inconclusive. This is a subset (hit frequency here may not be typical).

cpd | smiles | PLK1 PBD block | EPAC1 antagonist | EPAC2 antag | WRN inhibitor | PI5P4K alpha inh | EPAC1 ag | CCT chaperon mod | MmCpn inh
1 | COc1ccc(Cc2c(-c3ccc(F)cc3)nc3c(C)cc(Br)cn23)c(C)c1 | -9% | -14% | 0% | -13% | -6 | -8% | -1.9 | /
2 | O=C(CCCc1ccccc1)NCCCN1CCOCC1 | -2% | 3% | -1% | -3% | -2 | 7% | -2.4 | 3%
3 | CCCc1cc(Nc2ccc(C)cc2)n2ncnc2n1 | -12% | -10% | ? | -5% | 2 | 1% | 0.9 | 1%
4 | Cc1ccc(C(=O)CN2C(=O)NC3(CCc4ccccc43)C2=O)s1 (stereo not drawn) | 0% | 1% | 3% | 7% | -23 | -8% | 1.3 | -7%
5 | CC1CCCCN1C(=O)CSc1nnc2ccccn12 (stereo not drawn) | -11% | -20% | -7% | 1% | 4 | 11% | -0.1 | -5%
6 | C/C(=N\NC1=N[C@H]2CS(=O)(=O)C[C@H]2S1)c1ccccc1 | 6% | 6% | 0% | -3% | -1 | 1% | 2.4 | 0%
7 | O=C(O)c1ccc(Nc2ncnc3c2cnn3Cc2ccccc2)cc1 | 30µM* | -24% | -8% | 2% | / | 5% | 1.1 | -2%
8 | CCc1nc2ccc(C(=O)N(C)C(C)C)cn2c1N(CC)Cc1cccc(Br)c1 | -7% | -20% | ? | -7% | 2 | 2% | 0.8 | /

Exported screen by screen: 2 of the compounds above
6	C/C(=N\NC1=N[C@H]2CS(=O)(=O)C[C@H]2S1)c1ccccc1
7	O=C(O)c1ccc(Nc2ncnc3c2cnn3Cc2ccccc2)cc1
Assay by compound	6	7
PLK1 PBD block	6%	30µM*
EPAC1 antagonist	6%	-24%
EPAC2 antag	0%	-8%
WRN inhibitor	-3%	2%
PI5P4K alpha inh	-1	/
EPAC1 ag	1%	5%
CCT chaperon mod	2.4	1.1
MmCpn inh	0%	-2%

The list goes on.
cpd | smiles | PLK1 PBD block | EPAC1 antagonist | EPAC2 antag | WRN inhibitor | PI5P4K alpha inh | EPAC1 ag | CCT chaperon mod | MmCpn inh
9 | COC(=O)c1ccc(C(=O)N=c2sccn2C)cc1 | -7% | 3% | -2% | -6% | 2 | 5% | 0.9 | 3%
10 | Cc1c(C)c2cc3c(C)coc3cc2oc1=O | -5% | -4% | -3% | -4%[57.1 µM] | 8 | 3% | 1.3 | -7%
11 | CCOC(=O)c1ccc(NC(=S)N2CCCC(C(=O)N3CCCC3)C2)cc1 (stereo not drawn) | -1% | -12% | 6% | -23% | 2 | 1% | -2.7 | -8%
12 | COCCn1c(=S)[nH]c2cc(C(=O)N3CCN(c4ccccc4OC)CC3)ccc2c1=O | -4% | 0% | 7% | -2% | / | -8% | -1.9 | 0%
13 | Cc1cc(/C(N)=N/OC(=O)Nc2cccc(C(F)(F)F)c2)no1 | -1% | 2% | 1% | -16% | 8 | -1% | 2.2 | -1%
14 | CC(C)NC(=O)N(C)C[C@H]1Oc2c(NC(=O)Nc3ccc(C(F)(F)F)cc3)cccc2C(=O)N([C@H](C)CO)C[C@@H]1C | -3% | -6% | -16% | -3% | 10 | -19% | -0.6 | 1%
15 | CCOCCCNC(=O)C1CCN(S(=O)(=O)c2c(C)noc2/C=C\c2ccc(OC)cc2)CC1 | -10% | 1% | -7% | 1% | / | 9% | -2.2 | /
16 | CC(C)c1c(C(=O)N/N=C/C2CC=CCC2)nnn1-c1nonc1N (stereo not drawn) | -18% | -7% | 0% | -6% | 0 | 6% | -0.3 | -1%

cpd | smiles | PLK1 PBD block | EPAC1 antagonist | EPAC2 antag | WRN inhibitor | PI5P4K alpha inh | EPAC1 ag | CCT chaperon mod | MmCpn inh
17 | C=CCNc1n[nH]c(=S)s1 | ? | 8% | -8% | 4% | 0 | 1% | 2.1 | /
18 | C=C(C)COc1ccc(-c2[nH]ncc2-c2ccc(OC)c(OC)c2)c(O)c1 | 1% | -22% | -17% | -6% | 1 | -14% | -1.6 | 0%
19 | Cn1cc(C(=O)N2CCN(c3ccccc3)CC2)c(=O)c2cc(S(=O)(=O)N3CCOCC3)ccc21 | -11% | 2% | 4% | 4% | 6 | 6% | -1.3 | 0%
20 | CC(NS(=O)(=O)c1ccccc1)C(=O)NCCc1ccccn1 (stereo not drawn) | -13% | -24% | 0% | 5% | -5 | 0% | -1.2 | ?
21 | C(=NOCCc1ccccc1)c1cccnc1 | 1% | 0% | -7% | -16% | 0 | 8% | -3.1 | /
22 | COc1ccc(N2CCN(c3ccc(N4C(=O)COCC4=O)cc3[N+](=O)[O-])CC2)cc1 | -22% | -16% | -12% | -4% | 5 | 3% | -4.6 | 0%
23 | CCC(CC)C(=O)Nc1cccc(C(=O)NCc2ccco2)c1 | -6% | 7% | 2% | -19%[57.1 µM] | / | 2% | -0.9 | -1%
24 | Cc1ccc(NCC(=O)N/N=C/c2cccc(Oc3ccccc3)c2)cc1 | 7% | 4% | -5% | -23%[57.1 µM] | 19 | 27% | -0.3 | 1%

cpd | smiles | PLK1 PBD block | EPAC1 antagonist | EPAC2 antag | WRN inhibitor | PI5P4K alpha inh | EPAC1 ag | CCT chaperon mod | MmCpn inh
25 | O=S(=O)(Nc1ccccn1)c1cccc(S(=O)(=O)c2ccc(Br)cc2)c1 | 1% | 1% | -12% | 1% | 12 | 2% | -1.9 | 3%
26 | COc1ccc(N(C(=O)CNC(=O)c2ccco2)C(C(=O)NC2CCCCC2)c2ccco2)cc1 (stereo not drawn) | 2% | 5% | 15% | 10% | -1 | -7% | 0.9 | -2%
27 | CCCCOC(=O)Nc1cc(Cl)ccc1C | -8% | -5% | 6% | -24% | 0 | 8% | 1.0 | 0%
28 | COc1ccc(S(=O)(=O)n2nc(OC(=O)c3ccc(C)cc3)cc2N)cc1 | -5% | 11% | 0% | 11% | / | 14% | 0.1 | 1%
29 | CCCC(=O)N1CCC(O)(c2cccc(F)c2)CC1 | -12% | -13% | 3% | -3% | -7 | 9% | -8.3 | 2%
30 | O=S(=O)([N-]c1nc2ccccc2nc1-n1cc[n+](Cc2ccccc2)c1)c1ccccc1 | -4% | -14% | -4% | -4% | 0 | 0% | -0.8 | -7%
31 | Cc1occc1-c1nnc(SCC(=O)NC2CCCCC2)o1 | -3% | -8% | -15% | -3% | 3 | 5% | -2.6 | -5%
32 | O=S1(=O)CCC(NC(=S)SCc2ccccc2Br)C1 (stereo not drawn) | -21% | 6% | -17% | -9% | 17 | 10% | 0.1 | 1%

cpd | smiles | PLK1 PBD block | EPAC1 antagonist | EPAC2 antag | WRN inhibitor | PI5P4K alpha inh | EPAC1 ag | CCT chaperon mod | MmCpn inh
33 | Cc1ccc(SC(C)C(=O)Nc2ccccc2-c2ccccc2)cc1 (stereo not drawn) | -3% | -17% | -9% | 3% | 27 | 0% | -1.4 | 2%
34 | CNC(C)C(=O)NC(C(=O)NC(C)C(=O)NNc1ccccc1)C(C)C (stereo not drawn) | -3% | -5% | 2% | -1% | -8 | -9% | -0.1 | /
35 | CC(C)NC(=O)C1(C)Cc2c(-c3ccc(C(N)=O)cc3)ccnc2O1 (stereo not drawn) | -3% | -2% | 13% | -8% | 10 | 4% | 2.2 | /
36 | O=C(O)C(O)Cc1c[nH]c2ccccc12 (stereo not drawn) | -12% | -4% | 5% | 0% | -8 | -8% | -1.4 | 0%
37 | CCCn1c2ccc(/C(C)=N\O)cc2c2cc(/C(C)=N/O)ccc21 | -29% | 10% | -8% | -5% | -4 | -9% | 1.4 | 0%
38 | CC(=O)/C=C1\OCc2ccccc21 | -12% | 5% | -2% | -5% | 0 | 12% | / | /
39 | O=[N+]([O-])c1ccc(O)c(CN2CCCCCC2)c1 | -7% | -9% | 17% | 0% | 6 | 3% | 0.5 | -2%
40 | CCN1C(=O)C2(C(C#N)=C(N)Oc3c2c(C)nn3-c2ccccc2)c2ccccc21 (stereo not drawn) | ? | -3% | -8% | 9% | / | 2% | -1.2 | 0%

Overlap with the part before: four entries; new compounds follow.
cpd | smiles | PLK1 PBD block | EPAC1 antagonist | EPAC2 antag | WRN inhibitor | PI5P4K alpha inh | EPAC1 ag | CCT chaperon mod | MmCpn inh
37 | CCCn1c2ccc(/C(C)=N\O)cc2c2cc(/C(C)=N/O)ccc21 | -29% | 10% | -8% | -5% | -4 | -9% | 1.4 | 0%
38 | CC(=O)/C=C1\OCc2ccccc21 | -12% | 5% | -2% | -5% | 0 | 12% | / | /
39 | O=[N+]([O-])c1ccc(O)c(CN2CCCCCC2)c1 | -7% | -9% | 17% | 0% | 6 | 3% | 0.5 | -2%
40 | CCN1C(=O)C2(C(C#N)=C(N)Oc3c2c(C)nn3-c2ccccc2)c2ccccc21 (stereo not drawn) | ? | -3% | -8% | 9% | / | 2% | -1.2 | 0%
41 | COc1ccc(C(=O)C2CCCN(C(=O)CSC)C2)cc1OC (stereo not drawn) | -11% | 8% | 4% | 1% | -5 | 9% | 0.3 | 2%
42 | CCC(=O)NC(C)c1cc(Cl)c2ccccc2c1O (stereo not drawn) | / | -4% | -19% | / | / | -7% | / | -6%
43 | O=C(c1cccs1)N1N=C(c2ccccc2)CC1c1ccccc1O (stereo not drawn) | -5% | -1% | -11% | 2% | 1 | 0% | -8.5 | -3%
44 | COc1cc(CNCc2ccc(Br)cc2)cc(OC)c1 | 0% | 2% | 2% | -6% | 4 | 2% | -0.9 | 2%
45 | O=C(CSc1nnc(-c2cccnc2)n1-c1ccc(F)cc1)NCc1ccc2c(c1)OCO2 | 12µM* | 1% | -2% | 1% | -27 | -6% | -3.1 | -2%
46 | COc1ccc(Cl)c(NC(=O)Cn2nnc(-c3ccccc3N)n2)c1 | 0% | -9% | -6% | -8% | / | 18% | -2.2 | 0%
47 | CCc1nn(CC(=O)NCCC(C)C)c(=O)c2cc3c(OC)cccc3n12 | -11% | -16% | 4% | 9% | 2 | 2% | 0.6 | 2%
48 | CCOC(=O)c1sc(-c2ccc(F)cc2)cc1NC(=O)Nc1ccccc1OC | -3% | -17% | 17% | 0% | 17 | -5% | 0.7 | -3%

cpd | smiles | PLK1 PBD block | EPAC1 antagonist | EPAC2 antag | WRN inhibitor | PI5P4K alpha inh | EPAC1 ag | CCT chaperon mod | MmCpn inh
49 | COC(=O)CN1C(=O)C(O)(CC(=O)c2ccc(Br)cc2)c2ccccc21 (stereo not drawn) | -4% | 12% | 11% | 3% | 6 | 14% | -2.5 | 1%
50 | O=C(Cn1cc([N+](=O)[O-])cn1)N1CCCc2ccccc21 | -20% | 1% | -4% | -2% | 0 | 7% | -0.9 | 5%
51 | NC(=O)c1ccsc1NC(=O)c1cccs1 | 2% | -14% | -17% | -7% | 4 | -6% | 0.1 | /
52 | O=C(COC(=O)C1CC1)Nc1ccc(N=Nc2ccccc2)cc1 | -2% | -9% | -5% | -5% | 3 | -10% | 0.9 | -4%

Screening data (PubChem BioAssay)
